# RNase H inhibition: RNase H inhibition, HIV 1 Gag Pol polyprotein, FRET biochemical assay, screening (AID 372); HIV-1 RT RNase H, FRET RNA/DNA substrate fluorescence; higher % means a stronger effect; inhibition, % at 10 µM; hits with a dose series show IC50 in µM; actives 0.77% (n = 100,000); in the data active = inhibition above about 50%
# Numbers without * were called inactive. The list is partial; rates above refer to the full screens.
SMILES,RNase H inhibition
O=C(Nc1ccc2oc(-c3cccnc3)nc2c1)c1ccc([N+](=O)[O-])cc1Cl,7%
CC1=C(C(=O)OC2CCCC2)C(c2cc3c(cc2[N+](=O)[O-])OCO3)C2=C(CCCC2=O)N1 (stereo not drawn),23%
CC1(C(=O)O)CC(=O)N=C2C=CC=CN21 (stereo not drawn),6%
CCN(CC)c1ccc(C(=O)Nc2ccccc2C(F)(F)F)cc1,4%
N#C/C(=C/c1cccc(C(F)(F)F)c1)C(=O)Nc1ccc(Cl)cc1,7%
COc1ccc(-c2cc(-c3ccccc3)[nH]c(=O)n2)cc1OC,2%
COCCOC(=O)C1=C(C)OC(N)=C(C#N)C1c1ccc(C)cc1 (stereo not drawn),16%
NC(=O)c1ccc(Cl)c(N2C(=O)C3C4c5ccccc5C(c5ccccc54)C3C2=O)c1 (stereo not drawn),12%
COc1cccc(NC(=O)C(=O)N/N=C/c2ccc(C(=O)O)cc2)c1,4%
Cc1ccc(C(=O)Nc2ccccc2F)c(Cl)c1,12%
CCOc1cc(Br)cc(/C=N/NC(=O)/C(=C/C=C/c2ccccc2)NC(=O)c2ccccc2)c1O,17%
Cc1ccccc1C(=O)NNC(=O)C(=O)Nc1cccc(Cl)c1C,15%
COc1ccc(CCNC(=O)CN(c2cc(Cl)cc(Cl)c2)S(C)(=O)=O)cc1,12%
COc1ccc(-c2csc(/C(C#N)=C/c3cccs3)n2)cc1OC,0%
CCCN(c1ccccc1C)S(=O)(=O)c1ccc(Cl)cc1,5%
NC(=O)CSc1nc2ccc(NC(=O)c3ccccc3)cc2s1,13%
O=C1C2C3C=CC(CC3)C2C(=O)N1/N=C/c1ccco1 (stereo not drawn),0%
O=C(COc1ccc(Cl)cc1Cl)N1CCC(Cc2ccccc2)CC1,9%
CCOc1cc(/C=C2\SC(N)=NC2=O)ccc1OCCOc1ccccc1Cl,34%
Cc1cccc(N2C(=O)C(Cl)=C(Nc3ccc(C)c(Cl)c3)C2=O)c1,6%
COC(=O)c1ccc(OCC(=O)Nc2nc3c(s2)CCCC3)cc1,12%
O=C(Nc1ccc2c(c1Cl)C(=O)c1ccccc1C2=O)c1ccccc1,18%
CN(C)c1ccc2c(=O)[nH][nH]c(=O)c2c1,1%
c1ccc2cc(OCCCCCCN3CCCCC3)ccc2c1,23%
CCCCC1(c2ccccc2)NC(=S)N(c2ccc(Cl)cc2)N1 (stereo not drawn),21%
CCN(CC)CCCNC(=O)c1cc([N+](=O)[O-])ccc1Cl,6%
CCOc1ccc(-c2cc(C(=O)N3CCN(c4ccc(Cl)cc4)CC3)c3ccccc3n2)cc1,0%
CCOc1ccc(NC(=S)NC(=O)c2ccc(C)c(C)c2)cc1,5%
CCCCSC1=C(C#N)C(c2sccc2C)C(C(C)=O)=C(C)N1 (stereo not drawn),4%
Cc1cc(C)c(OCCCCCCN2CCCC2)c(C)c1,3%
CCOc1cc(C=C2C(=O)N(C)C(=S)N(C)C2=O)ccc1OCc1ccc(C(=O)O)cc1,8%
COc1ccc(-c2csc(Nc3ccc(F)cc3)n2)cc1Br,26%
Cc1c(C)c2ccc(OCC(=O)O)cc2oc1=O,0%
CCOc1cccc(C2CC(=O)Nc3c2ccc2ccccc32)c1 (stereo not drawn),23%
COc1ccc(OC)c(C2=C/C(=C/c3ccc(O)cc3)C(=O)O2)c1,5%
Cc1cc(Cl)cc(Cl)c1OCC(=O)Nc1ccc(I)cc1Cl,12%
Cc1ccc(N2C(=O)NC(=O)/C(=C\c3ccc(OCC(=O)O)c(Cl)c3)C2=O)cc1C,0%
CCCCOc1ccccc1/C=C1/SC(N2CCOCC2)=NC1=O,37%
Cc1ccc(Oc2ccc(-c3nc(N)nc(N)n3)cc2)cc1C,17%
CC(=O)Oc1ccc(/C=C(/NC(=O)c2ccccc2)C(=O)NCCO)cc1,7%
CCN(/C=N/c1sc2c(c1C#N)CCCC2)CC,18%
O=C(Nc1ncccc1Cl)c1ccccc1F,0%
CC(Oc1cccc(Cl)c1)C(=O)N/N=C/c1c2ccccc2cc2ccccc12 (stereo not drawn),10%
CCCCc1ccc(C(=O)NNC(=O)c2ccccc2C)cc1,4%
Cc1ccc(N2C(=O)c3ccc(C(=O)OC(C)C(=O)c4ccccc4)cc3C2=O)cc1Cl (stereo not drawn),31%
CCOc1ccc(-c2cc(C)n3nc(C(=O)N(C)Cc4ccccc4)cc3n2)cc1,46%
O=C(COc1ccccc1)NCCc1ccccc1,4%
CCOC(=O)C1=C(C)N=c2s/c(=C/c3cc(I)c(O)c(OCC)c3)c(=O)n2C1c1cccs1 (stereo not drawn),18%
O=C(N/N=C/c1cccc(Cl)c1Cl)C(O)c1ccccc1 (stereo not drawn),8%
O=C1C2C3C=CC(C3)C2C(=O)N1c1cccc(N2C(=O)C3C4C=CC(C4)C3C2=O)n1 (stereo not drawn),3%
O=[N+]([O-])c1cc(/C=N/Nc2ccccc2[N+](=O)[O-])ccc1Cl,6%
CC(NCc1ccc2c(c1)OCO2)C12CC3CC(CC(C3)C1)C2 (stereo not drawn),10%
Cc1ccc(C(=O)NC(=S)Nc2ccc3oc(-c4cccc(C)c4)nc3c2)cc1,9%
O=C1CCCc2c1nc(-c1cccc([N+](=O)[O-])c1)n2O,0%
O=C1OC2C=CC(Br)=CC2C=C1C(=O)N1CCSC1c1ccc2c3c(cccc13)CC2 (stereo not drawn),6%
O=C(COc1ccccc1Br)N/N=C/c1cccc(Oc2ccccc2)c1,7%
C=CCSc1nnc(-c2ccc(Cl)cc2Cl)o1,15%
COc1ccc(Cc2c(Cl)nc(SC)nc2Cl)cc1C,0%
Cc1nc2ccccc2nc1-c1ccc([N+](=O)[O-])cc1,16%
CCCc1sc(NC(=O)c2ccc(OC)cc2)nc1-c1ccc(Br)cc1,42%

# Further records follow:
SMILES,RNase H inhibition
COc1cc(C(=O)NN2C(=O)/C(=C/c3ccc(OC)c(OC)c3)SC2=S)ccc1O,61%*
CC(C)=CCCC12CCC(CO)(CO1)C(C)C2 (stereo not drawn),7%
C=COCCNC(=O)C(=O)Nc1c(C)cccc1C,0%
CCC(c1nc2ccccc2n1C)C(O)(c1ccccc1)c1ccccc1 (stereo not drawn),10%
Cc1oc(C(C)(C)C)cc1C(=O)Nc1ccc(N(C)C)cc1,15%
CCOC(=O)c1cnn(-c2ccccc2)c1NC(=O)c1ccccc1,8%
COC(=O)C1=C(O)/C(=C\c2cccs2)N=C1C,0%
COc1ccc(Cl)cc1N(CC(=O)N1CCCCCC1)S(C)(=O)=O,0%
CCOc1ccc(/C=N/NC(=O)c2ccccc2O)cc1,0%
COc1cccc(OCCOC(=O)Nc2cccc(Cl)c2)c1,47%
COc1cc(/C=C2\SC(=S)N(C)C2=O)ccc1OC(=O)c1sc2cc(C)ccc2c1Cl,0%
O=C(N/N=C/c1ccc2c(c1)OCO2)c1ccco1,6%
CCOC(=O)c1c(N)sc2c1CCN(CCc1ccccc1)C2,12%
COc1ccc(S(=O)(=O)Nc2ccc(C)c(Cl)c2)cc1OC,0%
C=CCOc1cccc(/C=N/NC(=O)C(=O)NCc2cccnc2)c1,10%
CC(=O)C1=C(c2ccccc2)C(=O)c2ccccc2C1=O,11%
O=C(N/N=C/c1ccc(-c2cccc(Cl)c2Cl)o1)c1cccnc1,41%
CCOc1ccc(OCCCOc2ccc(I)cc2)cc1,12%
COc1ccc(-n2nc3cc(C)c(NC(=S)NC(=O)c4ccc(Cl)cc4)cc3n2)cc1,9%
Cc1ccc(-n2nc3cc(C)c(NC(=S)NC(=O)c4cccs4)cc3n2)cc1,36%

# Sorted by length of the SMILES (falling): three of the compounds above
SMILES,RNase H inhibition
COc1cc(C(=O)NN2C(=O)/C(=C/c3ccc(OC)c(OC)c3)SC2=S)ccc1O,61%*
CC(=O)C1=C(c2ccccc2)C(=O)c2ccccc2C1=O,11%
CCOc1ccc(/C=N/NC(=O)c2ccccc2O)cc1,0%

# Next part
SMILES,RNase H inhibition
Cc1cc(C)cc(NC(=O)COc2ccc(Cl)cc2C)c1,17%
CCc1nnc(NS(=O)(=O)c2ccc(N/C=C\C(=O)c3ccc4c(c3)OCO4)cc2)s1,3%
Cc1cc2nc3s/c(=C\c4cccc(Br)c4)c(=O)n3c2cc1C,3%
CCOc1ccc(N2C(=O)S/C(=C\c3ccc(C)o3)C2=O)cc1,0%
Cc1ccc(N2NC(=O)/C(=C/c3ccc(-c4ccc(S(N)(=O)=O)cc4)o3)C2=O)cc1,15%
O=C(Nc1ccc(-c2ccc(NC(=O)c3ccc(F)cc3)cc2)cc1)c1ccc(F)cc1,0%
Cc1cc(C)n(S(=O)(=O)c2cccc(Cl)c2Cl)n1,15%
CCn1c(=O)c(C(=O)Nc2ccccc2O)c(O)c2ccccc21,15%
COc1ccc(-c2cc(C(=O)Nc3ccccn3)c3ccccc3n2)cc1OC,5%
COc1cc(OC)cc(C(=O)Nc2ccc(C(N)=O)cc2)c1,14%
COc1ccc(-c2cc(C(F)(F)F)n3ncc(C(=O)N4CCN(Cc5ccccc5)CC4)c3n2)cc1,13%
CCN(CC)C(=S)SC1CC(=O)N(c2ccccc2)C1=O (stereo not drawn),21%
C=CCc1ccccc1OCCOc1c(Cl)cc(Cl)cc1/C=C1\SC(=S)NC1=O,42%
COCCNC(=O)C(C)Sc1ccc(Cl)cc1 (stereo not drawn),0%
COCCOC(=O)c1c(C)oc2ccc(OC/C=C/c3ccccc3)cc12,0%
CC(C)c1ccc(/C=N/NC(=O)C(=O)NCc2ccccc2)cc1,3%
O=C1C(Cl)=C(Nc2ccccc2O)C(=O)N1c1cccc(C(F)(F)F)c1,18%
COc1ccc(C(=O)NC(=S)Nc2ccc(-c3nc4cc(C)cc(C)c4o3)cc2)cc1,18%
Cc1ccc(/C=C2\SC(=O)N(CCC(=O)NNC(=O)c3cccc(Cl)c3)C2=O)cc1,19%
O=C(O)c1cc([N+](=O)[O-])ccc1N1CCCC1,0%

# Nothing new here: 19 of the compounds above.
SMILES,RNase H inhibition
COc1ccc(-n2nc3cc(C)c(NC(=S)NC(=O)c4ccc(Cl)cc4)cc3n2)cc1,9%
Cc1ccc(-n2nc3cc(C)c(NC(=S)NC(=O)c4cccs4)cc3n2)cc1,36%
Cc1cc(C)cc(NC(=O)COc2ccc(Cl)cc2C)c1,17%
CCc1nnc(NS(=O)(=O)c2ccc(N/C=C\C(=O)c3ccc4c(c3)OCO4)cc2)s1,3%
Cc1cc2nc3s/c(=C\c4cccc(Br)c4)c(=O)n3c2cc1C,3%
CCOc1ccc(N2C(=O)S/C(=C\c3ccc(C)o3)C2=O)cc1,0%
Cc1ccc(N2NC(=O)/C(=C/c3ccc(-c4ccc(S(N)(=O)=O)cc4)o3)C2=O)cc1,15%
O=C(Nc1ccc(-c2ccc(NC(=O)c3ccc(F)cc3)cc2)cc1)c1ccc(F)cc1,0%
Cc1cc(C)n(S(=O)(=O)c2cccc(Cl)c2Cl)n1,15%
CCn1c(=O)c(C(=O)Nc2ccccc2O)c(O)c2ccccc21,15%
COc1ccc(-c2cc(C(=O)Nc3ccccn3)c3ccccc3n2)cc1OC,5%
COc1cc(OC)cc(C(=O)Nc2ccc(C(N)=O)cc2)c1,14%
COc1ccc(-c2cc(C(F)(F)F)n3ncc(C(=O)N4CCN(Cc5ccccc5)CC4)c3n2)cc1,13%
CCN(CC)C(=S)SC1CC(=O)N(c2ccccc2)C1=O (stereo not drawn),21%
C=CCc1ccccc1OCCOc1c(Cl)cc(Cl)cc1/C=C1\SC(=S)NC1=O,42%
COCCNC(=O)C(C)Sc1ccc(Cl)cc1 (stereo not drawn),0%
COCCOC(=O)c1c(C)oc2ccc(OC/C=C/c3ccccc3)cc12,0%
CC(C)c1ccc(/C=N/NC(=O)C(=O)NCc2ccccc2)cc1,3%
O=C1C(Cl)=C(Nc2ccccc2O)C(=O)N1c1cccc(C(F)(F)F)c1,18%

# (cont.)
SMILES,RNase H inhibition
CCOC(=O)c1c(NC(=O)COc2ccc(Cl)cc2)sc(C(=O)Nc2ccc(OC)cc2OC)c1C,16%
Cc1ccc(Nc2cc(C)c3ccccc3n2)c(C)c1,13%
NS(=O)(=O)c1ccc(-c2ccc(/C=N/Nc3ccccc3)o2)cc1,12%
CC(C)NC(=O)C(=O)NN=C1CCCCC1,0%
O=Cc1ccc(Oc2ccc(C(F)(F)F)cc2[N+](=O)[O-])cc1,11%
OC(CNCC1CCCO1)Cn1c2ccc(Br)cc2c2cc(Br)ccc21 (stereo not drawn),17%
CC(C)C(=O)NC(=S)N1CCOCC1,6%
Cc1nc2ccccc2n1CC(O)COC1CCCCC1 (stereo not drawn),8%
CC1(C)CC(=O)C2=C(C1)OC(N)=C(C#N)C2c1ccc(Br)s1 (stereo not drawn),0%
COc1ccc(N=Cc2c(O)n(-c3ccccc3F)c(=O)[nH]c2=O)c(OC)c1,12%
C=CCc1ccc(OCCOc2ccc(C=C3C(=O)NC(=O)NC3=O)cc2OCC)c(OC)c1,14%
Cc1sc(NC(=O)/C=C/c2ccc(F)cc2)nc1-c1ccccc1,5%
Cc1ccc(C(=O)NC(=S)Nc2ccc3oc(-c4ccc(Cl)cc4)nc3c2)cc1,21%
COc1ccc(-c2nc3cc(NC(=S)NC(=O)c4ccccc4Cl)ccc3o2)cc1,9%
CC(=O)Nc1cc(-c2ccc(Cl)cc2)[nH]n1,0%
CCN(CC)C(=Nc1ccccc1)n1cncn1,0%
CCOc1ccc(CN(CCc2ccc3c(c2)OCO3)Cc2ccco2)cc1,9%
CC(=O)C1=C(O)C(=O)N(c2cccc(C(=O)O)c2)C1c1ccc(Br)cc1 (stereo not drawn),8%
Cc1ccc(OCC(=O)NC(=S)Nc2ccccc2Cl)cc1,10%
C=CCC1(C#N)C(=S)NC(C)=C(C(C)=O)C1c1ccc(Cl)cc1 (stereo not drawn),6%
Oc1cccc(C=Nc2cc(Cl)cc(Cl)c2)c1O,0%
Cc1cc(NC(=O)CN(c2ccc(Cl)cc2)S(C)(=O)=O)ccc1Br,24%
O=C(c1ccccc1)c1ccc(NC(=O)c2sc3ccccc3c2Cl)cc1,18%
O=C(O)CCC(=O)c1cccc([N+](=O)[O-])c1,1%
O=C(N/N=C/c1cc(Br)ccc1O)c1cc(C2CC2)[nH]n1,7%
COC(=O)c1ccc(NC(=O)COc2ccc3ccccc3c2)cc1,7%
Cc1ccc(C(C)C)c(OC(=O)c2ccccc2[N+](=O)[O-])c1,18%
O=C(N/N=C\c1ccc(I)o1)C1COc2cc3ccccc3cc2O1 (stereo not drawn),18%
COc1cccc(N2CCN(Cc3coc4ccc(Cl)cc4c3=O)CC2)c1,18%
